Screens deposited in PubChem BioAssay by several laboratories.
PTPN22 act – LYP (human) phosphatase activation; 96,000 compounds, 0.11% hits; Q9Y2R2; activation, % at 2 µM; recombinant LYP, DiFMUP fluorescence; 0 = plate median, 100 = signal doubled;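 active = activation at 2 µM above a set limit, the mean plus 5 SD, cut at about 37% in these data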
TNFa cytotox – toxic to HUVEC cells under TNF alpha stimulation | 93,000 compounds, 0.17% hits | cell count reduction, % at 2 µM | HUVEC TNFalpha-stimulated, Hoechst cell count, imaging;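 active = cell count reduction exceeding the screen mean by over 5 SD, scaled to untreated wells per plate, cut at about 78% in these data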;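 also: cells counted after 24 h of TNF alpha exposure following the 1 h pretreatment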
IL1B cytotox – toxic to HUVEC cells under IL-1B stimulation; HUVEC cell count loss, Hoechst imaging, IL-1B stimulated; cell count reduction, % at 2 µM; 94,000 compounds, 0.41% hits;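 active = cell count reduction more than 3 SD above the screen-wide mean, cut at about 70% in these data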;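 also: normalized per plate to untreated control cells as the no-loss baseline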
FAK inh – blocks human focal adhesion kinase activity | biochemical FAK kinase activity assay | Q05397 | inhibition, %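 (tested at 7 µM)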 | 97,000 compounds, 0.84% hits; in the data active = inhibition above about 19%;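 also: 0% = DMSO and 100% = reference compound high control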
Target sequence (Q05397 whole entry, looked up): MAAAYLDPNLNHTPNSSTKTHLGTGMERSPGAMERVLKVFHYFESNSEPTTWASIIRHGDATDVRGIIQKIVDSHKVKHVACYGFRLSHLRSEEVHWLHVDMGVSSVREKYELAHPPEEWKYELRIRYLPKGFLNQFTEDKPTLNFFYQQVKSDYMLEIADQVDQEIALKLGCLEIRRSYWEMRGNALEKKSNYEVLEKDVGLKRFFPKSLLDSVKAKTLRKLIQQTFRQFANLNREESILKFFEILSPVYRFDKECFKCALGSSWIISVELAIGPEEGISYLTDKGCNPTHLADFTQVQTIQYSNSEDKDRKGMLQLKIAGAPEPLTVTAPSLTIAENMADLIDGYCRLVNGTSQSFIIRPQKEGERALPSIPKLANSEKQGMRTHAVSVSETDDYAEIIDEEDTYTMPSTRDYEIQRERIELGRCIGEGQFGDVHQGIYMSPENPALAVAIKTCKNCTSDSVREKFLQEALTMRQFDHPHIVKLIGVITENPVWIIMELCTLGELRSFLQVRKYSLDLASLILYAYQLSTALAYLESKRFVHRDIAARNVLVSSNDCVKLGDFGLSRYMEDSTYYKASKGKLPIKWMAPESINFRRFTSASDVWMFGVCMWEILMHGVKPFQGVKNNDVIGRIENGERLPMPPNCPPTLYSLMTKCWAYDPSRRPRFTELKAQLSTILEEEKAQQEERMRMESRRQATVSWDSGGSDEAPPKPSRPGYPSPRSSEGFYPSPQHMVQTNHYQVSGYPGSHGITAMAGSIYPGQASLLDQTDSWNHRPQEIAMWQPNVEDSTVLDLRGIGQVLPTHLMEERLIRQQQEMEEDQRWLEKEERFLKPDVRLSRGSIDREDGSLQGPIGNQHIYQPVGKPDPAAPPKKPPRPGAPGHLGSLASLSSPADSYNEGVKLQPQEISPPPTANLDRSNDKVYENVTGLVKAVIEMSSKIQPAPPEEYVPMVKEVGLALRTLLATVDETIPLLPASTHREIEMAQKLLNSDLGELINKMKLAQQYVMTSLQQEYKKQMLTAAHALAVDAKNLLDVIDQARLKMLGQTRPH
PTPN22 inh 2 – inhibitors of human LYP (PTPN22) phosphatase. Q9Y2R2. recombinant LYP catalytic domain, DiFMUP fluorescence. inhibition, % at 2 µM. 96,000 compounds, 0.21% hits. AID 640;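 active = inhibition at 2 µM at or above a set limit, the screen mean plus 3 SD, cut at about 24% in these data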;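 also: 0% = DMSO with enzyme and 100% = enzyme fully blocked by orthovanadate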
PTK2B oligo ant – blocks oligomerization of human Pyk2 in cells; Q14289; Q293 cells, Pyk2 FERM NanoBiT luminescence; hits give low values; z-score (the deposit names both 25 µM and 10 µM); 99,000 compounds, 0.83% hits;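 active = Z-score of -3 or lower, scaled per plate to the spread of control and sample wells; inactive = z-score above -3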;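 also: negative z-score means lost luminescence so less FERM oligomerization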
VCAM1 TNFa inh – reduces TNF alpha induced VCAM1 expression in HUVEC; HUVEC TNFa-induced VCAM-1 immunofluorescence, high-content imaging; inhibition, % at 2 µM; 95,000 compounds, 0.48% hits; AID 802;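 active = inhibition above the batch mean plus 3 SD, with images confirmed as a hit by eye, cut at about 37% in these data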;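 also: 0% = TNF-stimulated DMSO wells and 100% = unstimulated control wells; not every result past the cut was called active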
F-actin modifier – cytoskeleton assembly modification; HUVEC TNFa F-actin phalloidin imaging, high content; inhibition, % at 2 µM; 91,000 compounds, 0.18% hits; AID 836;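 active = inhibition above the batch mean plus 3 SD and confirmed as a hit by visual image inspection, cut at about 30% in these data, passing the limit was not always enough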; also: strong numbers were not always called active
ERa coact inh – ER-alpha (human) coactivator binding inhibition; P03372; TR-FRET ER-alpha LBD / SRC-1 peptide, estradiol-bound; inhibition, % at 25.6 µM; 86,000 compounds, 1.7% hits; AID 629; in the data active = inhibition above about 50%;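 also: 0% = receptor plus peptide control and 100% = peptide only without receptor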
Numbers without * were called inactive; / = no result given; [ ] = remark or other dose. Rows are unselected; 3.8% or so of the library scored in one or more.

Results follow in this order: PTPN22 act	PTK2B oligo ant	TNFa cytotox	VCAM1 TNFa inh	PTPN22 inh 2	ERa coact inh	IL1B cytotox	FAK inh	F-actin modifier
COc1cccc(Nc2nc(-c3ccc4c(c3)OCCO4)cs2)c1
    12	1.8	-11	8	-8	-5	-9	0	-30
CC(c1cccs1)N(Cc1ccco1)C(=O)Nc1ccc(Cl)c(Cl)c1 (configuration not stated)
    -11	-1.1	-24	6	10	-6	-4	6	8
CCN(CC)C(=O)Cn1c(=O)n(-c2ccccc2)c(=O)n1CC(=O)N(CC)CC
    1	0.07	-27	-22	-4	2	-10	1	11
Cc1c(C(c2cc3c(cc2Br)OCO3)c2c(C)n(C)n(-c3ccccc3)c2=O)c(=O)n(-c2ccccc2)n1C
    -10	-0.15	-27	-44	15	/	-30	-4	-6
CCOC(=O)N1CCN(S(=O)(=O)c2cc(OCC(N)=O)c(C)cc2Cl)CC1
    -3	-0.6	-14	21	2	-10	0	2	17
O=C(O)C1CCC(=O)N1Cc1ccc(F)cc1 (configuration not stated)
    -4	-1	4	-21	4	-4	/	0	-18
C=CCN1C(=NC(=O)CCCC(=O)O)SC2CS(=O)(=O)CC21 (configuration not stated)
    -5	-0.12	-22	17	2	2	-82	-1	-16
O=C(Cn1cc(C(=O)c2ccco2)c2ccccc21)NC1CCCC1
    9	0.32	/	/	-10	2	0	-2	6
CCN(CC)CCCNC(=O)c1ccc(Cl)c(S(=O)(=O)Nc2ccccc2OC)c1
    -6	1.9	-2	-6	3	/	-16	1	-19
Cc1cc(C)cc(Oc2ccccc2/C=N\O)c1
    -17	-0.24	-16	10	20	/	-17	-2	30
O=C(CSc1nnc(-c2ccco2)o1)NC1CCCCC1
    -1	-0.08	-20	0	2	3	-4	0	6
COC(=O)c1nc(NC2=NCCCCC2)n[nH]1
    -4	0.27	-25	15	1	17	-13	0	-6
CCN(c1ccc(NC(=O)COC(=O)c2cccs2)cc1)C(C)C
    10	1.2	7	-1	-11	/	-7	0	-15
O=C(NCCCn1ccnc1)NC(C(F)(F)F)C(F)(F)F
    1	-0.04	/	/	-2	-25	-9	2	/
CCN(CC)CCCN1CC(O)=C(c2nc3ccccc3s2)C1=N
    -5	0.3	13	-6	6	-3	5	0	-2
O=C1c2ccccc2C(=O)N1CCc1csc(-c2ccc(F)cc2)n1
    5	-1.2	-5	-2	-2	/	-13	-2	-16
CN1CCN(NC(=O)c2ccc(F)cc2)CC1
    2	0.76	0	9	0	/	-30	-3	-19
CCOC(=O)C(O)(CC(=O)Nc1cc(F)ccc1C)C(F)(F)F (configuration not stated)
    1	1.9	/	-21	0	2	-35	0	-1
Cn1c(=O)c2c(=O)cc(NNC(=O)C(C)(C)C)[nH]c2n(C)c1=O
    -9	0.19	-5	-16	8	/	1	-1	10
CCOC(=O)c1ccc(S(=O)(=O)N2CCC(C(=O)OCC)CC2)cc1
    3	-0.19	/	/	-4	7[fluorescence artefact?]	-52	2	-4
Nc1nc(SCC(=O)N2CCCc3ccccc32)n(-c2ccccc2)n1
    -5	/	-23	14	1	5	-17	-3	-13
c1ccc(CCc2nn3c(-c4ccncc4)nnc3s2)cc1
    15	-1.6	1	-8	-15	-17	-4	1	-6
CC(C)Nc1cc(C(F)(F)F)nc(-c2ccccn2)n1
    10	0.42	8	-21	-7	/	12	3	-20
O=S(=O)(c1cnccc1N1CCN(/N=C/c2ccccc2)CC1)N1CCCCC1
    -16	-0.93	-10	9	19	/	-12	8	22
Cc1ccc(Nc2nc(C(=O)N3CCC(C(=O)N4CCN(C)CC4)CC3)cs2)cc1
    1	0.13	0	0	-3	-1	26	9	12
S=c1[nH]nc(C2COc3ccccc3O2)o1 (configuration not stated)
    10	-0.25	-13	1	-13	-11	-9	-3	-25
NS(=O)(=O)c1ccc(Nc2nc(-c3ccc4ccccc4c3)cs2)cc1
    3	-1.8	-5	-1	0	-1	3	-2	-4
CCCC1=C(C(=O)OCC)C(c2cc(Cl)cc(OC)c2OCC(=O)OCC)NC(=O)N1 (configuration not stated)
    13	-3.1*	16	10	-15	25	-4	2	8
O=C(NC(Nc1nc2ccc([N+](=O)[O-])cc2s1)(C(F)(F)F)C(F)(F)F)c1ccccc1
    2	1.1	-3	88*	0	/	1	-1	-39
O=C(c1ccccc1)N(Cc1ccccc1)c1ccccn1
    10	-0.16	-8	7	-10	-6	13	6	-10

13 entries from above, set out differently.
compound,PTPN22 act,PTK2B oligo ant,TNFa cytotox,VCAM1 TNFa inh,PTPN22 inh 2,ERa coact inh,IL1B cytotox,FAK inh,F-actin modifier
CCN(c1ccc(NC(=O)COC(=O)c2cccs2)cc1)C(C)C,10,1.2,7,-1,-11,/,-7,0,-15
O=C(NCCCn1ccnc1)NC(C(F)(F)F)C(F)(F)F,1,-0.04,/,/,-2,-25,-9,2,/
CCN(CC)CCCN1CC(O)=C(c2nc3ccccc3s2)C1=N,-5,0.3,13,-6,6,-3,5,0,-2
O=C1c2ccccc2C(=O)N1CCc1csc(-c2ccc(F)cc2)n1,5,-1.2,-5,-2,-2,/,-13,-2,-16
CN1CCN(NC(=O)c2ccc(F)cc2)CC1,2,0.76,0,9,0,/,-30,-3,-19
CCOC(=O)C(O)(CC(=O)Nc1cc(F)ccc1C)C(F)(F)F (configuration not stated),1,1.9,/,-21,0,2,-35,0,-1
Cn1c(=O)c2c(=O)cc(NNC(=O)C(C)(C)C)[nH]c2n(C)c1=O,-9,0.19,-5,-16,8,/,1,-1,10
CCOC(=O)c1ccc(S(=O)(=O)N2CCC(C(=O)OCC)CC2)cc1,3,-0.19,/,/,-4,7[fluorescence artefact?],-52,2,-4
Nc1nc(SCC(=O)N2CCCc3ccccc32)n(-c2ccccc2)n1,-5,/,-23,14,1,5,-17,-3,-13
c1ccc(CCc2nn3c(-c4ccncc4)nnc3s2)cc1,15,-1.6,1,-8,-15,-17,-4,1,-6
CC(C)Nc1cc(C(F)(F)F)nc(-c2ccccn2)n1,10,0.42,8,-21,-7,/,12,3,-20
O=S(=O)(c1cnccc1N1CCN(/N=C/c2ccccc2)CC1)N1CCCCC1,-16,-0.93,-10,9,19,/,-12,8,22
Cc1ccc(Nc2nc(C(=O)N3CCC(C(=O)N4CCN(C)CC4)CC3)cs2)cc1,1,0.13,0,0,-3,-1,26,9,12

In the list so far, 2 contain an aryl thioether with sulfur outside any ring.
Results follow in this order: PTPN22 act	PTK2B oligo ant	TNFa cytotox	VCAM1 TNFa inh	PTPN22 inh 2	ERa coact inh	IL1B cytotox	FAK inh	F-actin modifier
O=C(CSc1nnc(-c2ccco2)o1)NC1CCCCC1
    -1	-0.08	-20	0	2	3	-4	0	6
Nc1nc(SCC(=O)N2CCCc3ccccc32)n(-c2ccccc2)n1
    -5	/	-23	14	1	5	-17	-3	-13

The list goes on:
Results follow in this order: PTPN22 act	PTK2B oligo ant	TNFa cytotox	VCAM1 TNFa inh	PTPN22 inh 2	ERa coact inh	IL1B cytotox	FAK inh	F-actin modifier
CC12CC(NC(=O)N1CCc1ccccc1)c1cc(Cl)ccc1O2 (configuration not stated)
    -6	-0.72	16	3	9	/	2	-3	-9
CC1=C(Sc2ccccn2)C(=O)NC(C)(C)C1
    6	0.58	-21	-9	-4	-9	22	-2	13
O=C(Nc1ccc(Oc2ccccc2)cc1)C1CCN(c2ncccn2)CC1
    2	-0.08	-13	-4	1	11	-15	-1	1
O=C(Nc1ccccc1F)c1ccc(-n2cncn2)nc1
    5	0.26	-21	-1	-1	/	-89	-9	7
CCC(CC)C(=O)N=C1SC2CS(=O)(=O)CC2N1CCc1ccc(OC)cc1 (configuration not stated)
    -1	-0.43	-3	0	4	-5	-2	-3	-5
COc1ccc(C2C(C#N)=C(N)Oc3cc(C)n(Cc4ccncc4)c(=O)c32)cc1 (configuration not stated)
    0	-0.13	-5	-2	-2	-5	-26	0	-4
Cc1cc(C(=O)N2CCN(Cc3ccccc3)CC2)on1
    0	/	-19	14	-3	18[fluorescence artefact?]	16	2	3
[O-][n+]1onc2c1C(N1CCOCC1)CCC2N1CCOCC1 (configuration not stated)
    -11	-0.34	-34	-10	9	-1	1	0	2
O=C(Nc1ccc(S(=O)(=O)NCc2ccccc2)cc1)Nc1ccc2c(c1)OCO2
    -5	-0.92	-10	6	2	-8	-9	0	7
Cc1ccc(NC2=CC(=O)CC(c3ccco3)C2)c(N)c1 (configuration not stated)
    2	0.46	-31	-13	-3	-11	-35	1	16
Cc1cc(C)nc(/N=C2\NC(=O)CC3C(=O)NCCN23)n1 (configuration not stated)
    1	1.3	-8	1	-2	0	-25	0	-9
O=C(NCCCN=C1NS(=O)(=O)c2ccccc21)c1ccco1
    4	-0.52	-12	-5	-4	-22	0	0	20
O=C(c1ccccc1)N1CCN(c2ccc([N+](=O)[O-])c(NCc3ccco3)c2)CC1
    -1	-1.8	-3	15	6	/	15	2	14
CCn1c(N)c(C(=O)N2CCOCC2)sc1=S
    6	-0.51	-3	5	-8	-5	3	0	-1
COC(=O)Cc1ccc(NC(=O)c2cccs2)cc1
    1	-1	-5	-7	2	7	14	-1	5
COc1ccccc1N1CCN(CC(O)COc2ccc(S(=O)(=O)N3CCOCC3)cc2)CC1 (configuration not stated)
    -2	0.36	-15	-2	1	-2	-2	3	-58
COCC(=O)N(Cc1nc2ccccc2c(=O)[nH]1)Cc1cccs1
    -1	-0.46	/	/	5	3	-10	-8	/
C/C(N)=C(/C#N)C(=O)CSc1nnc(-c2ccccc2Br)o1
    3	-0.42	-22	-7	-1	/	3	1	-8
NC(=O)NC(Cc1ccccc1)C(=O)Nc1ccc(S(N)(=O)=O)cc1 (configuration not stated)
    4	0.42	-12	-8	-2	/	4	-1	4
O=C(CCSc1ccc(Cl)c(Cl)c1)NC12CC3CC(CC(C3)C1)C2
    -5	0.02	7	2	4	/	-64	0	-2
CC(C)[C@H](NC(=O)NC1CCCc2ccccc21)C(=O)O (some centres not stated)
    7	-0.24	-28	24	-7	0	10	1	17
O=C(CCl)Nc1ccccc1Sc1ccc(Cl)cc1
    20	-0.59	-9	5	-23	/	1	2	-7
